Source: PubChem (several laboratories)
bIAP inh = blocks bovine intestinal alkaline phosphatase activity; purified bovine IAP, CDP-star luminescence, 30 min; inhibition, % at 20 µM; 190,000 tested, under 10 active; AID 1019;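 active means over 50% inhibition of intestinal alkaline phosphatase at 20 µM in the single-dose screen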
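Assay system: bovine IAP enzyme; medium: DEA buffer 100 mM, pH 9.8, with MgCl2 1.0 mM, ZnCl2 0.02 mM; doses: 20 µM single dose; incubation: enzyme reaction for 30 min at room temperature; detection: CDP-star luminescence signal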
TR-FRET SRC-2 ct = counter-screen for PPARgamma SRC-2 recruitment agonists: TR-FRET artefact; AID 1049; TR-FRET ratio at 8 µM; stronger effect = higher value; 200,000 tested, 0.4% active; in the data active means TR-FRET ratio above about 2000; further: inactives centre near 1500
PPARg SRC-1 ag = promotes SRC-1 coactivator recruitment by human PPARgamma; activation, % at 8 µM; P37231; 200,000 tested, 0.41% active; PPARgamma-SRC-1 coactivator recruitment biochemical assay; AID 631; in the data active means activation above about 19%;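 further: 0% = DMSO and 100% = reference agonist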
Target sequence (P37231 whole entry, looked up): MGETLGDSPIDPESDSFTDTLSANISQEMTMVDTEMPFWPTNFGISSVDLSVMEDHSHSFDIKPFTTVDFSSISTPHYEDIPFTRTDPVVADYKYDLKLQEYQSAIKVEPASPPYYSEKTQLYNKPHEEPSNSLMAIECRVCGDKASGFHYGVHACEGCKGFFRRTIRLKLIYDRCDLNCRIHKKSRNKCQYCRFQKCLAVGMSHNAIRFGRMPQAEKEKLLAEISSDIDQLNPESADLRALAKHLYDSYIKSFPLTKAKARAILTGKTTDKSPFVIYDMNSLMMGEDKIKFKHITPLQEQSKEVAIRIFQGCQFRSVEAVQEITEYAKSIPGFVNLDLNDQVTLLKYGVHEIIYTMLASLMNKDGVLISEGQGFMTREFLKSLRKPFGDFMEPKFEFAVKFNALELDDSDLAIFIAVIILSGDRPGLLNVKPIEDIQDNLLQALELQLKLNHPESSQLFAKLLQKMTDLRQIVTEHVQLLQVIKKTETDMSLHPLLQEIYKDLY
TNAP act hiacc = TNAP (human) activation, high acceptor. purified TNAP, CDP-star luminescence, 1 M DEA, 30 min; stronger effect = higher value; 0 = EDTA background, 1 = DMSO-only activity. activation factor at 20 µM. 200,000 tested, under 10 active;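 active means activation factor at least 2 at 20 µM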
Target sequence (P05186 whole entry, looked up): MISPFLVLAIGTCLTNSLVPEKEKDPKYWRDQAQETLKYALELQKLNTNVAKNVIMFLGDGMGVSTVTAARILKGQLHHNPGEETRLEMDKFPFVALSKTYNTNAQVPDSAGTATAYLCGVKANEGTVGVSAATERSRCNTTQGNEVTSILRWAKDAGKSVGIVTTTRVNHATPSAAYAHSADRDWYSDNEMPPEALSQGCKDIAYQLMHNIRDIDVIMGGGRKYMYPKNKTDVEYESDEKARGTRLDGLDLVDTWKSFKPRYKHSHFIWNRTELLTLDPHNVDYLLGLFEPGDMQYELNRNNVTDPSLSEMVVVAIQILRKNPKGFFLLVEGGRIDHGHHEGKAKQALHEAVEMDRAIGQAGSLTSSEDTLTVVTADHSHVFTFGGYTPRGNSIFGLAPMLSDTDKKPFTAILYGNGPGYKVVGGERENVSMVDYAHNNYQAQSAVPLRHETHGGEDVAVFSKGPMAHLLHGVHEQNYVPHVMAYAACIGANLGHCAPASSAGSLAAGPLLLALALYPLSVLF
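Measured by: Luminescent substrate turnover signal | Test system: Human TNAP | Input: TNAP 1/800 final | Dosing: 20 µM single point | Schedule: 30 min, room temperature | Controls: EDTA wells as negative control, DMSO wells as positive control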
PPARg SRC-2 ag = agonists of SRC-2 recruitment by human PPARgamma; P37231; PPARgamma LBD-SRC-2 recruitment, biochemical; activation, % at 8 µM; 200,000 tested, 0.34% active; in the data active means activation above about 22%;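 further: 0% = vehicle and 100% = reference agonist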
bIAP act = intestinal alkaline phosphatase (bovine) activation; purified bovine IAP, CDP-star luminescence, 30 min; stronger effect = higher value; fold of DMSO-control signal, blank-subtracted; activation factor at 20 µM; 200,000 tested, 0.17% active;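 active means activation factor of 2 or more at 20 µM, a signal rise over negative controls twice the positive control's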
TNAP inh no acc = inhibitors of human TNAP without phosphate acceptor. inhibition, % at 20 µM. purified TNAP, CDP-star luminescence, 30 min. AID 1012. 200,000 tested, 0.26% active. P05186;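 active means tissue-nonspecific alkaline phosphatase inhibition above about 50% at 20 µM in the single-dose screen, limit read from the data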;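 further: 0% = DMSO negative control and 100% = EDTA positive control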
PPARg SRC3 recr = promotes SRC-3 coactivator recruitment by human PPARgamma; 200,000 tested, 0.26% active; biochemical PPARgamma/SRC-3 coactivator recruitment assay; P37231; activation, % at 8 µM; AID 731; in the data active means activation above about 23%;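 further: 0% = DMSO and 100% = reference agonist; some compounds past the cut are filed as inactive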
TNAP inh hiacc = inhibitors of human TNAP at high phosphate acceptor concentration. inhibition, % at 20 µM. purified TNAP, CDP-star luminescence, 1 M DEA. P05186. 200,000 tested, 0.03% active;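 active means over 50% inhibition of tissue-nonspecific alkaline phosphatase at 20 µM in the single-dose screen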;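 further: plate controls were DMSO wells for no effect and EDTA-quenched wells as full inhibition for full effect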
HMGR II inh = inhibitors of class II HMG-CoA reductase from Enterococcus faecalis | purified E. faecalis HMGR, NADPH absorbance 340 nm kinetic | inhibition, % at 10 µM | 190,000 tested, 0.41% active | AID 1066;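 active means inhibition above a set limit, the median over all tested compounds plus 3 SD, cut at about 9.5% in these data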;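 further: enzyme runs in reverse so mevalonate oxidation gives rising NADPH absorbance; 0% = complete reaction with DMSO and 100% = background rate lacking mevalonate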
The depositor's hits bear a star; . = no result given.

SMILES | bIAP inh | TR-FRET SRC-2 ct | PPARg SRC-1 ag | TNAP act hiacc | PPARg SRC-2 ag | bIAP act | TNAP inh no acc | PPARg SRC3 recr | TNAP inh hiacc | HMGR II inh
N#CCC(=O)Nc1ccc(C(=O)OCC(=O)Nc2ccccc2-c2ccccc2)cc1 | -5 | 1731 | 6 | 1.1 | 11 | 1.1 | -12 | 4 | -7 | 2
O=C(c1ccccc1Sc1ccc([N+](=O)[O-])cc1)N1CCCCC1 | 3 | 1561 | 3 | 1 | 7 | 1 | 0 | 2 | 2 | -1
OC(CN1CCOCC1)Cn1c(-c2cccc(Cl)c2)nc2ccccc21 (stereo not given) | 6 | 1430 | 3 | 1 | -3 | 0.9 | -7 | 1 | -2 | 1
COc1cc(C)ccc1OCCCON1C(=O)CCC1=O | 7 | 1623 | 3 | 1 | -1 | 0.9 | -14 | 7 | -4 | -3
COCCn1c(SCC(=O)c2c(N)n(C)c(=O)n(C)c2=O)nc2ccccc21 | 2 | 1579 | -3 | 1.1 | 0 | 1 | -11 | 2 | -6 | -1
CCOC(=O)c1ccc(N2C(=O)c3n[nH]c(C)c3C2c2ccco2)cc1 (stereo not given) | -77 | 1479 | 8 | 1.1 | 4 | 1.8 | -33 | -14 | -6 | 6
Cc1ccc(C(=O)N2CCN(C(=O)N3CCOCC3)CC2)cc1 | 2 | 1483 | 7 | 1 | -6 | 1 | -2 | 18 | 2 | 1
Cn1nc(-c2ccccc2)c(C(=O)NCC(=O)O)c1Cl | -14 | 1588 | -3 | 1 | 2 | 1.1 | -13 | -1 | -1 | -2
Cc1nn(Cc2ccc(F)cc2)c(C)c1NC(=O)C1c2ccccc2Oc2ccccc21 | 18 | 1614 | -1 | 1.3 | 1 | 0.8 | -100 | 4 | -26 | -3
COC(=O)c1cc(N2CCN(C)CC2)nc2ccccc12 | 3 | 1556 | -3 | 1 | -10 | 1 | 2 | 3 | 1 | -2
COc1ccc(-n2c(=S)[nH]c3cc(C(=O)NCCCN4CCCC4=O)ccc3c2=O)cc1OC | 12 | 1656 | 8 | 1 | 2 | 0.9 | -15 | 9 | -4 | 5
Cc1nn2c(NCCCN(C)C)c3c(nc2c1-c1ccccc1)CCC3 | 4 | 1636 | -1 | 1.1 | 1 | 1 | 5 | -2 | -6 | -1
c1ccc(CC2CCN(C3=Nc4cccc5cccc3c45)CC2)cc1 | . | 1574 | 0 | 1 | 3 | 0.3 | 2 | -2 | -2 | -1
Cc1ccccc1-n1c(SCc2csc(Nc3ccccc3)n2)nnc1-c1cccnc1 | 19 | 1681 | 9 | 1 | 0 | 0.8 | -7 | 4 | -2 | -9
Nc1nc(N)c2ncc(C(=O)CCc3ccccc3)nc2n1 | -10 | 1421 | 3 | 1 | 10 | 1.1 | -6 | 0 | 0 | 1
CC12CCC(C(=O)NCc3ccc4c(c3)OCO4)(C(=O)C1=O)C2(C)C (stereo not given) | 14 | 1478 | -1 | 1 | 2 | 0.9 | -7 | 4 | 0 | -2
CCO[C@H]1OC(C(=O)NCc2ccccc2)=C[C@@H](c2ccc(Br)cc2)[C@@H]1CCCO | 0 | 1770 | 1 | 1 | 3 | 1 | -1 | 1 | -3 | 3
O=C(O)CCc1ccc(S(=O)(=O)NCCc2ccccc2)cc1 | 7 | 1260 | 1 | 1.1 | -14 | 0.9 | -11 | 15 | -6 | -4
Cc1cc(NS(=O)(=O)c2ccccc2)n(-c2ccccc2)n1 | 7 | 1626 | 0 | 1.1 | 6 | 0.9 | -30 | -2 | -6 | -7
CCc1ccc(NC2CC(=O)N(CCc3ccc(OC)c(OC)c3)C2=O)cc1 (stereo not given) | -4 | 1581 | 4 | 1 | 1 | 1 | -10 | 7 | -3 | -2
Clc1ccc2[nH]c3c(NCCCN4CCOCC4)ncnc3c2c1 | -23 | 1453 | -2 | 1 | 3 | 1.2 | -15 | -7 | -3 | -7
COc1cc2c(cc1OC)-c1cc(OCCN3CCOCC3)nc(=O)n1CC2 | -9 | 1534 | 1 | 1 | -2 | 1.1 | -11 | 3 | -4 | -2
COc1ccc(C(=O)NC(=S)Nc2ccc(NC(=O)c3ccco3)cc2)cc1[N+](=O)[O-] | 34 | 1512 | -2 | 1 | 7 | 0.7 | -7 | 2 | 0 | -2
CCN(CC)S(=O)(=O)c1ccc(NS(=O)(=O)CC23CCC(CC2=O)C3(C)C)cc1 (stereo not given) | 36 | 1417 | 1 | 1 | 10 | 0.6 | -17 | -5 | -1 | -1
COCCN1CCn2c(nc3cc(NC(=O)c4cccs4)ccc32)C1 | 5 | 1459 | -5 | 1 | -7 | 0.9 | -9 | 6 | -5 | 0
CCCn1nnnc1SCC(=O)N1CCOCC1 | 15 | 1487 | 3 | 1.1 | -12 | 0.8 | -6 | -12 | -10 | 0
CCOC(=O)N1CCN(S(=O)(=O)c2ccc3[nH]cc(C(=O)O)c(=O)c3c2)CC1 | -4 | 1522 | 10 | 1.1 | 0 | 1 | -10 | 6 | -5 | -9
Cc1c(C(=O)N2CCCC2)sc(NC(=O)c2cccc(Cl)c2)c1C#N | 5 | 1586 | 0 | 1 | 7 | 1 | -7 | -2 | 0 | -1
Cc1ccc(CN2CCS(=O)(=O)CC2)cc1 | -3 | 1728 | 4 | 1 | 0 | 1 | -9 | 9 | -3 | 4
CCOC(=O)c1cc(NC(=O)c2ccccc2)c(=O)oc1C(F)(F)F | -6 | 1765 | 1 | 1 | -1 | 1.1 | -5 | -4 | -1 | 4
Cc1ccc(N2CCN(C(=O)c3ccccc3)CC2)c(C)c1 | 3 | 1628 | 8 | 1 | 17 | 1 | -6 | 7 | -2 | -5
C/C(=C\C(=O)c1ccc(C)cc1)NCc1ccc(F)cc1 | . | 1454 | 12 | . | -9 | . | . | -8 | . | .
O=C(CSC(=S)N1CCSCC1)c1ccc(Cl)cc1 | 9 | 1399 | 0 | 1 | 3 | 0.9 | -12 | -4 | -1 | 2
CSc1nnc(-c2ccccc2N=Cc2c(C)[nH]n(-c3ccc4ccccc4c3)c2=O)c(=O)[nH]1 | 1 | 1624 | 3 | 1 | 8 | 1 | 0 | 10 | 0 | -4
CC(O)C(O)C(O)C(O)C1NCCS1 (stereo not given) | 7 | 1683 | -1 | 1.1 | 1 | 0.9 | -12 | 17 | -8 | -7
O=C(/C=C\NCC(=O)c1ccccc1)c1ccc(F)cc1 | 11 | 1500 | -7 | 1 | 4 | 0.9 | -6 | 2 | -4 | -2
COc1cc(C(=O)N2CCN(S(=O)(=O)c3ccc(F)cc3)CC2)cc(OC)c1OC | 4 | 1551 | -2 | 1 | 1 | 1 | -9 | -2 | -4 | 0
COc1ccc(NC(=O)NC23CC4CC(CC(C4)C2)C3)cc1OC | -22 | 1648 | 16 | 1 | 9 | 1.2 | -24 | 9 | -1 | 3
COc1ccc(NC(=S)N(CCN2CCOCC2)C2CCN(C(C)=O)CC2)cc1Cl | 0 | 1575 | 1 | 1 | 11 | 1 | -9 | 1 | -1 | -4
O=C(CSc1ccccc1)Nc1ccc(S(=O)(=O)Nc2ncccn2)cc1 | -12 | 1487 | -8 | 1 | -2 | 1.1 | -8 | -4 | 0 | -1
CN(C(=O)c1ccc2c(c1)OCO2)C1(C(=O)NC2CCCCC2)CCCCC1 | -1 | 1495 | 4 | 1.1 | -3 | 1 | -10 | -2 | -6 | -2
COc1ccc(NC(=O)CSc2nnc(N)s2)cc1 | 7 | 1479 | 6 | 1 | 5 | 0.9 | -18 | -2 | -3 | -1
COc1cc(C2NC(=S)NC(c3ccccc3)=C2C(C)=O)cc(Br)c1OCC(N)=O (stereo not given) | -1 | 1406 | -5 | 1 | 3 | 1 | 1 | 1 | -1 | -3
CCC(=O)N1Cc2ccccc2-c2ccccc2C1=O | 15 | 1505 | 3 | 1.1 | 1 | 0.8 | -12 | 10 | -6 | -3
N=c1c2c(n(Cc3ccc([N+](=O)[O-])cc3)c3c1CCC3)CCCC2 | 28 | 1639 | 7 | 1 | -5 | 0.7 | -13 | 1 | -3 | -4
O=C(Nc1ccccc1)Nc1nc2ccccc2s1 | 5 | 1401 | -1 | 1 | -5 | 0.9 | -7 | -1 | -4 | 1
CSc1nc(-c2ccco2)nn1C(=O)c1ccc(C)cc1 | 6 | 1520 | 2 | 1 | 0 | 0.9 | 5 | 0 | -1 | -6
Cc1nc(SCC(=O)Nc2cc(Cl)ccc2[N+](=O)[O-])nc(C)c1C | -17 | 1633 | 5 | 1 | 2 | 1.2 | -2 | -2 | 4 | 2
COc1cc(/C=C2\SC(=O)N(CCNC(=O)c3sc4cc(F)ccc4c3Cl)C2=O)cc(OC)c1OC | 7 | 1722 | 6 | 1.1 | 2 | 0.9 | -5 | 4 | -6 | 0
CC(C)(C)c1ccc(C(=O)CC(Sc2ccc(Cl)cc2)C(=O)O)cc1 (stereo not given) | 2 | 1483 | -1 | 1 | 1 | 1 | 3 | 8 | -1 | -1
New compounds follow:
SMILES | bIAP inh | TR-FRET SRC-2 ct | PPARg SRC-1 ag | TNAP act hiacc | PPARg SRC-2 ag | bIAP act | TNAP inh no acc | PPARg SRC3 recr | TNAP inh hiacc | HMGR II inh
COc1ccc(/C=C/C(=O)NCCNC(=O)c2ccccc2)cc1OC | 6 | 1524 | -5 | 1.1 | 1 | 0.9 | -10 | 0 | -7 | -17
Cc1nc2ccc(C(=O)N3CCN(c4ccccn4)CC3)cc2s1 | 1 | 1656 | 1 | 1.1 | 8 | 1 | -13 | -8 | -6 | -1
CCCC(=O)Nc1ccccc1NC(=O)c1ccc(OCC)cc1 | -9 | 1826 | 6 | 1 | 7 | 1.1 | -11 | 7 | -4 | -2
CC(Sc1nnc2c(n1)C1CCC2(C)C1(C)C)C(=O)Nc1ccccc1 (stereo not given) | 47 | 1417 | -2 | 1 | -5 | 0.5 | -7 | -4 | 2 | -9
CCCCN(C)CCCNC(=O)/C=C1\Sc2ccccc2NC1=O | -8 | 1682 | -5 | 1 | -7 | 1.1 | -12 | -1 | -1 | 1
Cn1nnnc1SCC(=O)N1c2ccccc2Sc2ccc(Cl)cc21 | 18 | 1581 | 1 | 1 | 3 | 0.8 | 3 | -1 | -3 | -8
O=C(CSCC(=O)NCc1ccco1)NCc1ccco1 | -2 | 1512 | 8 | 1 | 5 | 1 | -5 | 0 | -3 | -2
O=C(O)CCC(=O)N1N=C(c2c(-c3ccccc3)c3cc(Cl)ccc3[nH]c2=O)CC1c1ccco1 (stereo not given) | 1 | 1606 | -1 | 1 | 11 | 1 | -19 | 0 | 1 | 7

Part of the list above, tab-delimited:
mol	bIAP inh	TR-FRET SRC-2 ct	PPARg SRC-1 ag	TNAP act hiacc	PPARg SRC-2 ag	bIAP act	TNAP inh no acc	PPARg SRC3 recr	TNAP inh hiacc	HMGR II inh
CCCn1nnnc1SCC(=O)N1CCOCC1	15	1487	3	1.1	-12	0.8	-6	-12	-10	0
CC(Sc1nnc2c(n1)C1CCC2(C)C1(C)C)C(=O)Nc1ccccc1 (stereo not given)	47	1417	-2	1	-5	0.5	-7	-4	2	-9
COc1cc(C2NC(=S)NC(c3ccccc3)=C2C(C)=O)cc(Br)c1OCC(N)=O (stereo not given)	-1	1406	-5	1	3	1	1	1	-1	-3
COc1ccc(C(=O)NC(=S)Nc2ccc(NC(=O)c3ccco3)cc2)cc1[N+](=O)[O-]	34	1512	-2	1	7	0.7	-7	2	0	-2
